High-throughput results (PubChem BioAssay)
M4 PAM: positive allosteric modulators of human muscarinic M4 receptor; CHO-K1 hM4/Gqi5, Fluo-8 calcium fluorescence, ACh EC20; 0% = ACh EC20, 100% = maximal ACh; actives 0.4% (n = 360,000); activation, % at 3 µM; P08173;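 active = activation above its plate's cutoff, the mean activation of sample wells plus 3 SD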; also: some results filed as inactive read as strong as hits
Target sequence (P08173 whole entry, looked up): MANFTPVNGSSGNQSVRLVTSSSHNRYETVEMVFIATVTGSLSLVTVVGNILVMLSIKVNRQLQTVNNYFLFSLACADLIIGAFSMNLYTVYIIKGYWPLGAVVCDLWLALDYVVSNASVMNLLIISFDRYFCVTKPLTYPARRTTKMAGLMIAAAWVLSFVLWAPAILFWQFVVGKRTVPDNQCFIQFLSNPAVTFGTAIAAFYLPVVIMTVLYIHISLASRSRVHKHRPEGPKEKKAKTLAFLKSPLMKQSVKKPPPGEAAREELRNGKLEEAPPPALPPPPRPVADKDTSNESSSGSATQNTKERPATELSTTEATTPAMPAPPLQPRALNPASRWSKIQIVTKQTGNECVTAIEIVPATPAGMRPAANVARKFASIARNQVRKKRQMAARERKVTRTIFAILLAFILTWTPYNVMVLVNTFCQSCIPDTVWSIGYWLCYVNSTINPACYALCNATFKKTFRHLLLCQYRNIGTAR
CRFR2-BP ag: CRF-BP/CRF-R2 complex agonism. actives 0.46% (n = 350,000). AID 588473. HEK293 CRF-R2/CRF-BP, calcium dye fluorescence (FLIPR); percent of saturating CRF peptide response. activation, % at 13.2 µM;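 active = activation of at least 50%, plus an integration ratio under a set limit after plate pattern correction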;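 also: plate controls were neutral control wells without compound for no effect and CRF at EC100 for full effect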
M1 antag: human CHRM1 antagonism | actives 1.3% (n = 360,000) | inhibition, % at 3 µM | CHO-K1 hM1, Fluo-8 calcium fluorescence, ACh EC80 antagonist | AID 588852 | P11229;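 active = percent inhibition above its own plate's cutoff, namely the mean of that plate's compound wells plus 3 SD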;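 also: peak over basal fluorescence ratio during 140 s after agonist addition; 0% = ACh EC80 plus DMSO and 100% = DMSO alone without agonist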
M5 PAM: potentiates acetylcholine response at human M5 receptor | P08912 | CHO-K1 hM5, Fluo-8 calcium, ACh EC20 PAM; 0% = ACh EC20, 100% = ACh EC100 | activation, % at 3 µM | actives 0.3% (n = 360,000) | AID 624038;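 active = activation above the run cutoff, the mean activation of all test compounds plus 3 SD, cut at about 18% in these data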
Target sequence (P08912 whole entry, looked up): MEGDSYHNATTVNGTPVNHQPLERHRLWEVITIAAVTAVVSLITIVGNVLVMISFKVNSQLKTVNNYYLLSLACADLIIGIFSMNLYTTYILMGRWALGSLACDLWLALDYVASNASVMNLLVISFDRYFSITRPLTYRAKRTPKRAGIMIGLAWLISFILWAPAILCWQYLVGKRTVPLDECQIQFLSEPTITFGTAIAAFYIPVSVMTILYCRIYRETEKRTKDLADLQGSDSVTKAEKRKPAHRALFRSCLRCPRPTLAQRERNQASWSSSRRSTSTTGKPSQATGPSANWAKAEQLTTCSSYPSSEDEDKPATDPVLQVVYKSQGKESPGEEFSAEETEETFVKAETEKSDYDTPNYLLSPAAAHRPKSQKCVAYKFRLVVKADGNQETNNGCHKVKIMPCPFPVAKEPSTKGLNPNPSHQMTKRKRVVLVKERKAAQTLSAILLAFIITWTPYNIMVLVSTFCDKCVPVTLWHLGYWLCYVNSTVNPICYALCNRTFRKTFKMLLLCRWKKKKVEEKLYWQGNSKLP
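Probe or stimulus: acetylcholine, EC20 level; Assay system: human M5 receptor in CHO-K1 cells; Schedule: compound preincubation 140 s before EC20 acetylcholine addition; Technique: intracellular calcium via Fluo-8 fluorescence; Dosing: single-point, 3 µM nominal; Read-out basis: percent activation from peak-over-basal fluorescence ratio, scaled EC20-to-EC100 acetylcholine; Repeats: one well per compound, no replicates.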
M1 PAM: potentiates human M1 receptor response to acetylcholine; P11229; CHO-K1 hM1, Fluo-8 calcium fluorescence, ACh EC20; 0% = ACh EC20, 100% = maximal ACh; activation, % at 3 µM; actives 0.088% (n = 360,000); AID 588819; in the data active = activation above about 19%, passing the limit was not always enough
CHRM4 agonist: agonists of human muscarinic M4 receptor (CHRM4); actives 0.14% (n = 360,000); P08173; AID 624127; activation, % at 3 µM; CHO-K1 hM4/Gqi5, Fluo-8 calcium fluorescence; vehicle 0%, full acetylcholine response 100%;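 active = activation above the run mean over all test wells plus 3 SD, cut at about 32% in these data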;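 also: peak over basal fluorescence ratio per well then scaled between controls; 0% = DMSO wells and 100% = acetylcholine at EC100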
M5 antag: blocks acetylcholine activation of human M5 receptor | actives 0.59% (n = 360,000) | CHO-hM5 cells, Fluo-8 calcium fluorescence, ACh EC80 | AID 624040 | P08912 | inhibition, % at 3 µM;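 active = inhibition above a per-plate cutoff, the mean of that plate's test compounds plus 3 SD, cut at about 27% in these data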;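 also: 0% = acetylcholine EC80 with DMSO and 100% = DMSO without agonist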
M4 antag: blocks acetylcholine activation of human M4 receptor; actives 0.73% (n = 360,000); inhibition, % at 3 µM; CHO-hM4 cells, ACh EC80, Fluo-8 calcium fluorescence; P08173;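 active = inhibition above its plate's cutoff, the mean inhibition of sample wells plus 3 SD, cut at about 27% in these data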;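 also: 0% = acetylcholine EC80 with DMSO and 100% = DMSO without agonist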
M5 ag: agonists of human muscarinic M5 receptor (CHRM5); CHO-K1 hM5 cells, Fluo-8 calcium fluorescence; 0% DMSO wells, 100% maximal acetylcholine response; AID 624037; activation, % at 3 µM; P08912; actives 0.19% (n = 360,000);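 active = activation above the run's mean over test compounds plus 3 SD, cut at about 23% in these data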;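 also: signal is peak over basal fluorescence ratio across the kinetic read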
The depositor's hits bear a star; . = no result given. Compounds were not picked by outcome (roughly 2.8% active in at least one column).

SMILES	M4 PAM	CRFR2-BP ag	M1 antag	M5 PAM	M1 PAM	CHRM4 agonist	M5 antag	M4 antag	M5 ag
CCCOC(=O)c1cc(=O)[nH]c2ccccc12	-3	-0.8	-9	8	7	1	-10	-1	-9
Cc1cccc(S(=O)(=O)NC(=O)C2(C)CCN2C(=O)c2ccc(C3CCCCC3)cc2)c1 (stereo not drawn)	4	.	-10	2	10	0	-5	-12	0
O=C(Nc1ccccc1C(=O)OCc1nnc(-c2ccccc2)o1)c1ccco1	-6	27	-4	-2	4	1	1	0	1
CC1CCc2c(sc(NC(=O)Cn3cnc([N+](=O)[O-])n3)c2C(N)=O)C1 (stereo not drawn)	-9	-0.8	8	-4	-4	0	10	16	-1
Cc1ccc(S(=O)(=O)N(C)C)cc1NC(=O)CN1C(=O)NC2(CCc3ccccc32)C1=O (stereo not drawn)	4	-2.3	-10	-4	15	-1	0	-10	-1
N#Cc1c(N2CCCC2)ccc(Br)c1Cl	-11	-4.4	-3	-4	12	0	10	6	-2
Cc1ccc(-c2noc(CN(C(=O)c3ccc4c(c3)OCO4)C(C)C)n2)cc1	-7	0.7	4	4	4	2	7	2	-2
O=C1COc2ccccc2C(c2nc3ccccc3[nH]2)N1C1CC1 (stereo not drawn)	9	.	.	0	.	0	-4	-1	1
O=S1(=O)CCC(N=Cc2cc(Br)ccc2O)C1 (stereo not drawn)	3	2.1	-27	-3	0	1	-11	1	-4
CCN(c1ccccc1)c1nc(=O)c2cccnc2s1	-2	0.6	9	0	-1	-1	4	4	-1

Five compounds from above with just M4 antag, M4 PAM and CHRM4 agonist:
| Structure | M4 antag | M4 PAM | CHRM4 agonist |
| --- | --- | --- | --- |
| O=C(Nc1ccccc1C(=O)OCc1nnc(-c2ccccc2)o1)c1ccco1 | 0 | -6 | 1 |
| CC1CCc2c(sc(NC(=O)Cn3cnc([N+](=O)[O-])n3)c2C(N)=O)C1 (stereo not drawn) | 16 | -9 | 0 |
| Cc1ccc(S(=O)(=O)N(C)C)cc1NC(=O)CN1C(=O)NC2(CCc3ccccc32)C1=O (stereo not drawn) | -10 | 4 | -1 |
| N#Cc1c(N2CCCC2)ccc(Br)c1Cl | 6 | -11 | 0 |
| Cc1ccc(-c2noc(CN(C(=O)c3ccc4c(c3)OCO4)C(C)C)n2)cc1 | 2 | -7 | 2 |

Continued:
SMILES	M4 PAM	CRFR2-BP ag	M1 antag	M5 PAM	M1 PAM	CHRM4 agonist	M5 antag	M4 antag	M5 ag
O=C(NCCCN1CCCC1)[C@H](CSCc1ccccc1)N1Cc2ccccc2C1=O	-9	2.7	-10	-1	3	2	2	-9	-4
Cc1cc(C(=O)COC(=O)/C=C/c2ccc(F)cc2)c(C)n1C	14	0.2	-6	-2	2	4	5	-5	2
O=C(/C=C/c1ccco1)Oc1cccc2cccnc12	12	-0.4	-20	6	9	1	4	-7	1
Cc1c(C=O)c2ccccn2c1C(=O)c1ccccc1	2	0.3	1	-3	-2	8	5	0	-1
CC(=O)OC1CC(C)(C)N(OC(=O)c2ccc(N)cc2)C(C)(C)C1	-4	6.8	-2	11	-2	1	-16	2	4
COc1cc(S(=O)(=O)N(CCc2ccccc2)Cc2cccs2)ccc1-n1cnnn1	-2	6.2	13	-2	-12	-1	7	4	1
COc1ccc(N2CCN(C(=O)C3CCCN3S(=O)(=O)c3cccc4nsnc34)CC2)cc1 (stereo not drawn)	6	-0.5	-6	1	12	5	9	-5	1
O=C(CCNC(=O)c1ccc(Br)cc1)NCc1cccnc1	5	-0.8	-2	-1	7	0	4	-7	-1
COc1ccc(C(=O)NCC(=O)OCC(=O)N(C)c2ccccc2)cc1	3	0.1	-26	0	8	0	1	2	0
Cc1ccc(C(=O)NCC(=O)OCc2nnc(-c3ccc([N+](=O)[O-])cc3)o2)cc1	-2	0.0	-14	-1	9	3	-4	7	-1
COc1ccc(C(C(=O)NC2CCCC2)N(C(=O)c2snc(C(N)=O)c2N)c2cccc(O)c2)cc1 (stereo not drawn)	-11	-1.0	19	-13	-4	21	27*	8	0
COc1ccc(OC)c(S(=O)(=O)N2CCCC(C(=O)N3CCOCC3)C2)c1 (stereo not drawn)	10	0.7	-8	14	11	2	-1	-8	0
COc1cc(C(=O)Nc2cccc(NC(=O)c3cccs3)c2)cc(OC)c1OC	-8	-2.9	-12	-3	0	14	13	0	2
Cc1nc(SCC(=O)N2CCN(C(=O)c3ccco3)CC2)c2c(C)c(C)sc2n1	1	-0.7	3	-1	-5	0	-3	4	0
Cn1c(=NC(=O)CSCC(=O)N2CCCC2)sc2ccccc21	10	2.3	-6	-4	6	2	7	1	-2
COc1ccc(-c2nc(CN3CCCCC3c3nccn3C)c(C)o2)c(C)c1C (stereo not drawn)	-13	1.7	-2	-7	3	-1	13	5	-14
COc1ccc(C(C)NC(=O)Cc2cccs2)cc1OC (stereo not drawn)	6	-0.6	-13	2	12	1	-7	-2	-2
O=C(NCc1cccnc1)c1cnn2ccccc12	8	0.0	-17	-1	10	1	1	-12	0
CC(C)C[C@H]1CN([C@@H](CC(C)C)CN2CCC[C@H]2CN2C(=O)C(=O)NC[C@@H]2Cc2ccc(O)cc2)C(=O)C(=O)N1CC1CCCCC1	4	.	.	2	.	0	-3	5	-2
COc1ccc2ccccc2c1CN1CCSCC1	-3	46	-9	0	9	-1	6	-3	-2
CN(C)c1ccc(N2C(=NC(=O)CCC3CCCC3)SC3CS(=O)(=O)CC32)cc1 (stereo not drawn)	7	1.1	-3	-5	-2	1	-1	-16	-5
Cc1onc(-c2ccccc2Cl)c1C(=O)Nc1ccc(Cl)cn1	-27	-3.1	7	-6	-7	7	11	5	-8
Cc1ccc(CN2CC(C(=O)NCCCn3nc(C)cc3C)CC2=O)cc1 (stereo not drawn)	4	-0.7	-5	-1	3	0	5	-18	-4
COc1cc(NC(=O)NCC2CCN(Cc3ccccc3C)CC2)cc(OC)c1OC	-9	2.2	4	-4	-14	0	-2	4	-1
O=c1[nH]cc(O)c(=O)[nH]1	1	0.9	-4	1	3	0	3	-3	1
Cn1cc(CN2CCCC(CNS(=O)(=O)c3cccc4cccnc34)C2)cn1 (stereo not drawn)	3	0.6	-19	-1	18	0	-2	-2	-6
COc1ccccc1C1CCN(Cc2c(C)[nH]c3ccccc23)CC1	-4	-0.1	-10	4	0	4	-5	-2	-9
O=C(NCc1ccccc1)/C(=C/c1cccc([N+](=O)[O-])c1)NC(=O)c1ccco1	-4	-1.8	-14	1	11	0	10	-5	-2
O=C(c1ccc(N2C(=O)CCC2=O)cc1)N1CCCSC1=Nc1ccccc1	1	-1.6	-6	3	12	1	-12	-16	-2
COC(=O)CCC(=O)NNC(=O)c1ccc(Br)cc1	-1	-1.6	-5	-6	4	0	-9	2	-2
Cc1ccnc(NC(=O)COc2c(C)cc(C)cc2[N+](=O)[O-])c1	1	0.1	-2	1	1	1	3	0	-2
COc1cccc(S(=O)(=O)Nc2ccc3c(c2)[C@@H]2C[C@H](CC(=O)NCCc4ccccc4)O[C@H](CO)[C@@H]2O3)c1	4	-1.3	-17	-1	3	0	2	-4	3
O=C(Cn1cnc2ccccc2c1=O)c1cccs1	-1	0.5	-14	1	9	1	0	14	-2
CC1(C)CC(=O)CC(C)(C)N1OC(=O)c1ccccn1	-1	-1.0	-10	4	5	1	0	3	-2
O=c1[nH]c(CSc2nc3ccccc3s2)nc2ccccc12	-3	-1.2	-11	0	6	3	3	-5	2
O=C(COc1c(F)c(F)c(C(F)(F)F)c(F)c1F)Nc1ccc(N2CCOCC2)c(Cl)c1	-1	-1.0	-4	2	9	4	9	-4	-2
Brc1ccc(-c2nnc3sc(CNCc4ccc5c(c4)OCO5)cn23)cc1	7	-1.0	-21	-1	13	1	-5	-26	-3
CCCc1nn(C)c2c(=O)[nH]c(-c3ccccc3OCC)nc12	2	-3.4	2	5	0	1	-7	-2	0
Cn1ncc(Cl)c1C(=O)N/N=C/c1cc2c(cc1[N+](=O)[O-])OCO2	10	3.1	-5	10	13	1	-10	2	2
C[C@]12c3[nH]c4ccc(Cl)cc4c3CCN1C(=O)[C@@H](CC(=O)NCCN1CCOCC1)C[C@@H]2C(=O)N1CCCCC1	1	0.0	-7	-3	4	1	-2	-8	0

Taken from above.
Result of Cc1onc(-c2ccccc2Cl)c1C(=O)Nc1ccc(Cl)cn1 in M5 PAM: -6
Result of COc1ccccc1C1CCN(Cc2c(C)[nH]c3ccccc23)CC1 in M1 PAM: 0

(listing goes on)
SMILES	M4 PAM	CRFR2-BP ag	M1 antag	M5 PAM	M1 PAM	CHRM4 agonist	M5 antag	M4 antag	M5 ag
O=C(Cn1cccc1C(=O)c1ccccc1)NCc1ccccc1Cl	8	-1.0	-17	5	6	2	-12	-6	-2
CCOc1ccc(CCNC(=O)C2CCN(c3nn4c(=O)cc(C)nc4s3)CC2)cc1	-3	0.1	-4	-2	-11	-2	-2	13	-7
O=C(/C=C/c1ccc([N+](=O)[O-])cc1)N1CCN(S(=O)(=O)c2ccccc2)CC1	3	-1.4	-9	3	9	1	2	-3	0
CCc1nnc(NC(=O)C2Cc3ccccc3CN2S(=O)(=O)c2cccs2)s1 (stereo not drawn)	16	-0.3	-32	-11	17	-1	9	0	2
CCOc1ccc(NC(=O)c2ccc(NC(=S)NC3CCCCC3)cc2)cc1	4	-0.9	2	-3	0	2	10	-6	3
Cc1c(CCC(=O)O)c(=O)oc2cc(OCc3cccc(Cl)c3)ccc12	7	-0.7	-3	3	10	3	-7	-19	0
COc1ccc(CC(=O)NNC(=O)c2cc(C)oc2C)cc1OC	9	-0.3	9	-3	-1	1	2	-10	6
CCn1cc(C(=O)NCC(C)C)c(=O)c2cc(F)c(N3CCN(C(=O)c4ccco4)CC3)cc21	-2	-0.1	-8	3	13	3	0	-1	-1
CCn1c2ccccc2c2cc(NC(=O)C(=O)N3CCOCC3)ccc21	6	0.0	-5	2	8	2	8	4	-4
COCCNc1nc2cc(-c3ccccc3C)sc2c(=O)n1C	1	.	-9	0	0	1	-2	-4	-2
CCOc1cc(C2C(C(=O)N3CCOCC3)=C(C)NC3=C2C(=O)CCC3)ccc1O (stereo not drawn)	1	-0.7	-19	-8	0	1	-2	8	3
COc1ccccc1NC(=O)C/C(N)=N/OCC(=O)Nc1cccc(Cl)c1	3	0.8	-5	1	6	5	-3	-1	4
CC(=O)c1cccc(NC(=S)NC(=O)Cc2ccc(Cl)cc2)c1	3	63*	-3	8	12	12	16	-1	10
CCc1nnc(N/N=C/c2cccs2)n1N	3	0.1	0	0	4	2	8	6	2
O=C(c1cccc([N+](=O)[O-])c1)c1ccccn1	-8	-1.6	-7	-4	4	0	3	11	-2
O=c1oc(-c2ccc(Br)o2)nc2ccccc12	3	-0.7	-12	13	9	-1	-11	0	2
CCC(C)N1C(=O)CCC1C(=O)NCCc1ccc(Cl)cc1 (stereo not drawn)	-2	-0.2	-12	0	9	0	-1	9	-4
C=CCn1c(SCc2ccc(C#N)cc2)nnc1-c1cccc(OC)c1	-3	-0.8	-27	-8	6	6	-2	-14	-2
O=C(NC1CCN(Cc2ccccc2)CC1)c1ccc(Oc2cc(Cl)cc(Cl)c2)o1	-27	0.2	15	-15	-10	17	11	7	-11
CC(C)(C)c1cc(/C=N/NC(=O)Cc2nc3ccccc3[nH]2)cc(C(C)(C)C)c1O	4	-2.0	-3	5	8	-1	-8	10	-3
